Screening data: PubChem, several laboratories
APP transl inh – APP translation inhibition | inhibition, % at 2 µM | SH-SY5Y APP 5'UTR-luciferase reporter, luminescence | hit rate 0.82% among 190,000 | AID 1285;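 active means inhibition above a set limit, derived from the sample mean plus 3 SD, cut at about 45% in these data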; further: values of inactives mirror those of a sister screen read the other way
FLuc stim CS – affects firefly luciferase, flagging false hits in luciferase stimulation screens; 200,000 tested, under 10 active; ATPlite luciferase biochemical, luminescence, 10 min; 0 = ATP-free wells, 1 = DMSO control; AID 1027; activation factor at 10 µM;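 active means luciferase activation factor, scaled between plate controls, of at least 2 with compound at 10 µM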
Target sequence (P08659 whole entry, looked up): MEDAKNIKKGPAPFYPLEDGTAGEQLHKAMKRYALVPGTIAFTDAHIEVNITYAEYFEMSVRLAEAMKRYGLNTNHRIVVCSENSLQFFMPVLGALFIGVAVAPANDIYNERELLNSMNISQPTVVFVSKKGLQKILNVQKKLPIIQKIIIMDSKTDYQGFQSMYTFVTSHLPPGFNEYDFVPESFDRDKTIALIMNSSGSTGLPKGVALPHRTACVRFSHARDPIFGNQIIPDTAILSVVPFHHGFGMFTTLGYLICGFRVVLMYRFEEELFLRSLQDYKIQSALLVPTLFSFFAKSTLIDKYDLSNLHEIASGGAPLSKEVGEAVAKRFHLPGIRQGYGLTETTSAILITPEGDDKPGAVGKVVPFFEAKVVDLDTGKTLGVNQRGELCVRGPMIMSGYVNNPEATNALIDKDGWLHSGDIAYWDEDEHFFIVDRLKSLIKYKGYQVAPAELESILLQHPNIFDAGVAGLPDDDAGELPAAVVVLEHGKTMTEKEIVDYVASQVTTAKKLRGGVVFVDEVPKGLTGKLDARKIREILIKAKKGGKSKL
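Assay system: Luciferase/luciferin detection reagent, cell-free biochemical luciferase assay / Also added: ATP substrate / Schedule: 10 min at ambient temperature / Measured by: luminescence measurement of luciferase light output / Benchmarks: low control with PBS replacing ATP, high control enzyme plus ATP without compound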
NF-kB neuron act – raises NF-kB expression in human neuronal cells; NF-kB reporter expression; stronger effect = higher value; fold change at 12.5 µM; hit rate 1.6% among 190,000; AID 1239; in the data active means fold change above about 3.3
G6PDH CS – inhibits Leuconostoc G6PDH, flagging false hits in G6PDH-based assays; inhibition, % at 5 µM; Purified L. mesenteroides G6PDH, diaphorase/resazurin coupled fluorescence, 45 min; hit rate 0.12% among 200,000; in the data active means inhibition above about 50%
HMGR II inh – inhibitors of class II HMG-CoA reductase from Enterococcus faecalis | purified E. faecalis HMGR, NADPH absorbance 340 nm kinetic | inhibition, % at 10 µM | hit rate 0.41% among 190,000;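 active means inhibition above a set limit, the median over all tested compounds plus 3 SD, cut at about 9.5% in these data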;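 further: enzyme runs in reverse so mevalonate oxidation gives rising NADPH absorbance; 0% = complete reaction with DMSO and 100% = background rate lacking mevalonate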
Hsp70 activator – transcriptional activators of Hsp70. HeLa Hsp70 promoter luciferase reporter, luminescence; scaled: vehicle 0, proteasome-inhibitor control 100%. activation, % at 10 µM. hit rate 0.04% among 200,000;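 active means activation above the mean across all tested compounds plus 3 SD, cutoff set per campaign, cut at about 5.5% in these data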;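 further: 100% = MG132 at 30 µM as the positive control and 0% = DMSO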
APP 5'UTR act – activates APP 5'UTR luciferase reporter; AID 1276; SH-SY5Y APP 5'UTR luciferase reporter, luminescence; zero percent = DMSO vehicle wells; activation, % at 2 µM; hit rate 1% among 190,000;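 active means activation above a set limit, based on mean plus 3 SD of controls, cut at about 140% in these data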; further: values of inactives mirror those of a sister screen read the other way
DTT redox prof – compounds producing H2O2 with reducing agent – biochemical, NIH compound library profiling, artefact control for MLSCN library redox annotation, primary screen. DTT-dependent redox cycling H2O2, phenol red/HRP absorbance; 100% = 100 µM peroxide control, 0% = buffer. activation, % at 10 µM. hit rate 0.03% among 200,000. AID 878;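 active means activation of at least 50% relative to the plate's high and low controls in the primary single-dose screen; inactive means activation below 50%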;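 further: compound incubated with DTT at 0.8 mM final as the reducing agent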
STAT1 activator – STAT1 signaling activation; NIH 3T3 STAT1-luciferase reporter, IFN-gamma, luminescence; 100% = IFN-gamma alone, no compound; activation (% of control), % at 5.5 µM; hit rate 2.6% among 200,000;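 active means activation above the screen-wide mean activation plus 3 SD, cut at about 130% in these data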;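 further: raw ratio to IFN-gamma control signal so 100% means no change and 0% no light; values of inactives mirror those of a sister screen read the other way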
FLuc inhib CS – inhibits firefly luciferase, flagging false hits in luciferase inhibition screens; P08659; ATPLite firefly luciferase biochemical luminescence, 10 min; inhibition, % at 10 µM; hit rate 1.5% among 200,000; AID 1006;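 active means inhibition above about 50% when tested at 10 µM, limit read from the data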
Starred values were filed as active, the others as inactive; . = no result given. The order is random. About 5.3% of those tested had a hit in this group.

| APP transl inh | FLuc stim CS | NF-kB neuron act | G6PDH CS | HMGR II inh | Hsp70 activator | APP 5'UTR act | DTT redox prof | STAT1 activator | FLuc inhib CS | compound |
| --- | --- | --- | --- | --- | --- | --- | --- | --- | --- | --- |
| 5.5 | 1 | 1.02 | -11.4 | -1.7 | -0.2 | -5.5 | 0.0 | 99.5 | -4.2 | CC(=O)N1CCN(CC(=O)Nc2ccc(SC(F)F)cc2)CC1 |
| 0.5 | 1 | 0.92 | 0.5 | -0.3 | 0.1 | -0.5 | -0.3 | 93.2 | -4.0 | Cc1ccc(-c2csc3nc(C)n(-n4cccc4)c(=O)c23)o1 |
| -6.2 | 1.1 | 0.96 | -9.5 | -0.2 | 0.0 | 6.2 | 1.3 | 101.1 | -10.5 | CCCC(=O)Nc1ccccc1NC(=O)CN(C)S(=O)(=O)c1ccccc1 |
| 6.0 | . | . | . | . | -0.3 | -6.0 | 0.5 | 89.7 | . | O=C(CSc1ncnc2c1nnn2-c1ccc(F)cc1)N1CCN(c2ccccc2)CC1 |
| 1.9 | 1.1 | 0.94 | 12.7 | -1.0 | 0.1 | -1.9 | 0.3 | 95.8 | -7.8 | CCCOc1ccc(N2C(=O)CC(N3CCOCC3)C2=O)cc1 (configuration not stated) |
| -26.6 | 1 | 1.01 | -0.3 | -2.9 | -0.5 | 26.6 | -0.9 | 95.8 | -3.7 | Cc1cc(C)c(NC(=S)N(CCCN2CCOCC2)Cc2cccnc2)c(C)c1 |
| . | 1.1 | 1.22 | 1.8 | -3.4 | -0.2 | . | 0.2 | 102.6 | -6.7 | CCn1c(=O)cc(SCC(=O)NCc2ccc(C)o2)c2ccccc21 |
| -49.4 | 0.8 | 2.36 | 7.9 | -4.5 | 0.0 | 49.4 | -3.2 | 130.5* | 16.2 | COc1cccc2c(=O)c(C(=O)NCc3cccs3)c[nH]c12 |
| 15.6 | 1 | 0.99 | 13.9 | -7.0 | -0.5 | -15.6 | -0.2 | 95.4 | 3.0 | COC(=O)CC1C(=O)NC2CCCCC2N1C(=O)c1ccccc1 (configuration not stated) |
| 16.3 | 0.9 | 1.2 | -1.4 | -1.6 | -0.2 | -16.3 | -2.1 | 102.3 | 12.7 | CCOc1ncccc1C(=O)OCC(=O)c1ccc(F)cc1 |
| -199.3 | 0.6 | 7.03* | -6.7 | -0.5 | 0.5 | 199.3* | 1.4 | 166.4* | 40.0 | CCOC(=O)N/C(N)=N/c1nc2ccccc2s1 |
| -3.1 | 1.1 | 1.07 | 7.8 | -3.1 | -0.4 | 3.1 | -0.1 | 98.1 | -5.4 | CC(=O)Nc1ccc(-c2ccccc2)s1 |
| -1.5 | 1.1 | 0.84 | 0.3 | 0.1 | -0.3 | 1.5 | 0.8 | 98.7 | -7.5 | CCOC(=O)N1CCN(C(=O)CCCn2c(=O)[nH]c3ccccc3c2=O)CC1 |
| -0.4 | 1 | 0.93 | 10.9 | -0.5 | -0.1 | 0.4 | 0.1 | 100.6 | 0.0 | O=C(c1ccc2c(c1)OCCO2)C1CCN(S(=O)(=O)c2cccc(F)c2)CC1 |
| 4.3 | 1 | 1.34 | -6.3 | -1.6 | 0.0 | -4.3 | -1.0 | 107.1 | 4.6 | O=C(NC1=NCCS1)c1ccc(N2CCCC2=O)cc1 |
| 2.8 | 1 | 0.93 | 0.0 | -5.6 | 0.3 | -2.8 | -1.4 | 99.2 | -4.9 | N#CCCN(Cc1cccnc1)C(=O)c1ccc(S(=O)(=O)N2CCOCC2)cc1 |
| -95.1 | 0.4 | 5.09* | 0.3 | 0.0 | -0.1 | 95.1 | -0.5 | 154.5* | 58.6* | CCCOC(=O)Nc1ccc(N2CCCCC2)cc1 |
| 5.4 | 1.1 | 0.75 | 5.7 | 0.7 | -0.1 | -5.4 | 1.1 | 94.4 | -7.3 | CC(C)C(C)(C#N)NC(=O)CSc1nc2scc(-c3ccco3)c2c(=O)n1-c1ccccc1 (configuration not stated) |
| 7.6 | 1.1 | 1.49 | 3.6 | -2.2 | -0.5 | -7.6 | 0.5 | 97.9 | -5.3 | CCOC(=O)N1CCN(C(=O)CN(c2cc(C(F)(F)F)ccc2Cl)S(C)(=O)=O)CC1 |
| -9.5 | 1.1 | 1.08 | 9.7 | 1.0 | -0.2 | 9.5 | 0.1 | 98.1 | -6.3 | CCOC(=O)c1ccc(S(=O)(=O)NCC(C)(C)N2CCOCC2)cc1 |
| -24.3 | 1 | 0.95 | 7.5 | 1.8 | -0.3 | 24.3 | -0.4 | 98.9 | -2.8 | O=C(COc1ccc(Cl)cc1)NCCc1ccccn1 |
| 22.4 | 1 | 1.01 | 9.2 | 0.1 | -0.1 | -22.4 | 0.4 | 107.4 | -4.5 | CC(=O)NNC(=S)NC(=O)c1ccccc1 |
| -5.5 | 1 | 0.98 | 21.3 | -4.6 | -0.2 | 5.5 | -0.6 | 105.2 | 0.8 | C#CCN(C)Cc1ccccc1 |
| 1.8 | 1.1 | 0.88 | -29.2 | -4.8 | 0.3 | -1.8 | 0.3 | 92.9 | -7.2 | CCOC(=O)C1=C(C)N(c2ccc(Cl)cc2)C(=O)NC1c1cccc([N+](=O)[O-])c1 (configuration not stated) |
| 1.1 | 1.1 | 0.98 | -26.4 | -2.1 | -0.3 | -1.1 | -2.1 | 95.0 | -11.2 | O=c1[nH]c2ccc(S(=O)(=O)N3CCN(c4ccccc4F)CC3)cc2s1 |

The list goes on, overlapping the part above by 2 compounds.
| APP transl inh | FLuc stim CS | NF-kB neuron act | G6PDH CS | HMGR II inh | Hsp70 activator | APP 5'UTR act | DTT redox prof | STAT1 activator | FLuc inhib CS | compound |
| --- | --- | --- | --- | --- | --- | --- | --- | --- | --- | --- |
| 1.8 | 1.1 | 0.88 | -29.2 | -4.8 | 0.3 | -1.8 | 0.3 | 92.9 | -7.2 | CCOC(=O)C1=C(C)N(c2ccc(Cl)cc2)C(=O)NC1c1cccc([N+](=O)[O-])c1 (configuration not stated) |
| 1.1 | 1.1 | 0.98 | -26.4 | -2.1 | -0.3 | -1.1 | -2.1 | 95.0 | -11.2 | O=c1[nH]c2ccc(S(=O)(=O)N3CCN(c4ccccc4F)CC3)cc2s1 |
| -4.4 | 1 | 1.68 | 10.0 | -2.9 | 0.2 | 4.4 | 0.7 | 106.1 | -3.9 | c1ccc(-n2ncc3c(NCc4ccccn4)ncnc32)cc1 |
| -2.7 | 1.1 | 1.08 | -8.4 | -3.3 | -0.1 | 2.7 | 6.1 | 103.1 | -8.7 | Cc1oc(C)c2c(=O)ccc3c(c12)OC(N)=C(C#N)C3c1ccccc1 (configuration not stated) |
| -16.2 | 1 | 1.12 | 6.8 | 10.4* | -0.3 | 16.2 | 2.2 | 106.5 | -3.0 | Cc1ccc(-c2cc(C(F)F)n3ncc(C(=O)Nc4ccc(S(=O)(=O)Nc5ccccc5C)cc4)c3n2)cc1 |
| -5.8 | 1.1 | 1.3 | 8.2 | -2.8 | -0.5 | 5.8 | -0.3 | 98.4 | -10.7 | COc1ccc(N2CCN(C(=S)NCc3ccccc3)CC2)cc1 |
| -1.4 | 1.1 | 1.1 | 11.5 | -2.4 | 0.0 | 1.4 | 2.2 | 104.7 | -6.9 | CCOC(=O)c1ccc(NC(=O)N2CCN(C3CCCCC3)CC2)cc1 |
| 16.8 | 1.1 | 1.32 | 7.8 | -1.7 | -0.2 | -16.8 | 0.0 | 100.3 | -6.5 | COCC(=O)N(Cc1ccco1)c1nnc(C2CCOC2)s1 (configuration not stated) |
| -84.2 | 0 | 6.27* | 1.0 | -6.0 | -0.4 | 84.2 | 0.8 | 36.4 | 98.2* | COc1ccc2cc(-c3cc(C(=O)O)c4ccccc4n3)ccc2c1 |
| -10.2 | 1.1 | 1 | 1.2 | -5.0 | -0.1 | 10.2 | 0.0 | 97.5 | -8.6 | Cc1nn(-c2ccccc2)c2nc(-c3ccco3)cc(C(=O)O)c12 |
| -36.3 | 1 | 1.21 | 24.2 | -3.9 | -0.4 | 36.3 | -3.0 | 104.9 | -1.2 | CCC(Oc1ccc2ccccc2c1)C(=O)O (configuration not stated) |
| -12.9 | 1 | 0.83 | 3.7 | -0.7 | -0.2 | 12.9 | -2.6 | 96.1 | 0.2 | O=S(=O)(c1cnc[nH]1)N1CCc2ccccc21 |
| . | 1 | 1.12 | 15.8 | -11.2 | -0.2 | . | 0.8 | 99.7 | -1.3 | CC(NC(=O)CCOc1ccccc1)c1ccccc1 (configuration not stated) |
| -30.1 | 0.8 | 2.6 | 4.8 | -6.2 | 0.0 | 30.1 | 0.3 | 146.8* | 18.1 | Nc1nnc(-c2ccc(Cl)cc2Cl)s1 |
| 3.1 | 0.9 | 0.62 | 4.7 | -0.7 | -0.1 | -3.1 | -2.0 | 97.3 | 13.6 | COc1ccccc1CNC(=O)COC(=O)c1cccnc1SCC(=O)NCc1ccccc1OC |
| 6.8 | 1 | 1.1 | 7.1 | 0.8 | -0.2 | -6.8 | -2.3 | 99.1 | -1.2 | COc1ccc([N+](=O)[O-])cc1NC(=O)CCNC(=O)Cn1ccc2ccccc2c1=O |
| -20.9 | 1.1 | 1.3 | 5.2 | -0.7 | -0.2 | 20.9 | -0.1 | 103.8 | -5.5 | O=C(CCn1nc(-c2ccc(Cl)cc2)ccc1=O)NCc1ccccn1 |
| 8.0 | 1 | 1.06 | -12.9 | -4.1 | 0.2 | -8.0 | -0.4 | 84.2 | 0.5 | CCOc1ccccc1NC(=S)N(Cc1cc2ccc(C)cc2[nH]c1=O)CC1CCCN1CC (configuration not stated) |
| 5.7 | 1.1 | 1.27 | 15.9 | 1.1 | -0.6 | -5.7 | -0.6 | 93.6 | -6.4 | Cc1nc2ccccc2n1CC(=O)N/N=C/c1cccnc1 |
| 12.6 | 1 | 1.06 | -2.2 | -3.4 | 0.0 | -12.6 | 0.0 | 103.5 | -1.9 | Cc1ccc(-c2csc3nc(C)n(N)c(=O)c23)cc1 |
| 3.0 | 1.1 | 1.07 | 7.5 | -1.3 | 0.3 | -3.0 | -0.5 | 106.0 | -6.3 | CN(C)CC(C)(C)CNC(=O)CC1C(=O)NCCN1Cc1ccc(-c2ccccc2)cc1 (configuration not stated) |
| -6.2 | 1 | 0.95 | 1.5 | -4.7 | -0.1 | 6.2 | -0.4 | 96.7 | -3.3 | COc1ccc(N2CCN(C(=O)CCNC(=O)Cn3ccc4ccccc4c3=O)CC2)cc1 |
| -138.9 | 1 | 1.86 | -15.4 | -5.9 | -0.4 | 138.9* | 2.5 | 107.2 | -2.0 | COc1cc(CNC(=O)c2cccc(COc3ccc(Cl)cc3)c2)cc(OC)c1 |
| -15.3 | 1 | 1.05 | 0.3 | 3.0 | -0.5 | 15.3 | 0.2 | 97.1 | 1.6 | CCOC(=O)C1=C(c2cccc(Oc3ccccc3)c2)NC(=S)NC1C (configuration not stated) |
| -21.4 | 1.1 | 1.01 | 6.5 | -4.7 | -0.3 | 21.4 | -0.4 | 90.4 | -6.7 | CCOC(=O)C1=C(Nc2ccccc2)CC(C)(O)C(C(=O)OCC)C1c1ccc(Cl)cc1 (configuration not stated) |
| -165.6 | 1 | 3.62* | 1.7 | -2.2 | 0.2 | 165.6* | 1.9 | 133.2* | 2.6 | CC(=O)c1ccc(NC(=O)Nc2ccc(Cl)cc2)cc1 |
| 2.7 | 1 | 1.21 | 3.9 | -7.5 | 0.0 | -2.7 | -0.2 | 92.2 | 0.8 | C[C@@H](O)C1NC(=O)[C@H](CCCCN)NC(=O)c2cc([N+](=O)[O-])cc(F)c2NCCCC[C@@H](C(N)=O)NC1=O (some centres not stated) |
